Screens deposited in PubChem BioAssay by several laboratories.
LMPTP inh: blocks human LMPTP phosphatase; P24666; recombinant LMPTP-A, OMFP fluorogenic substrate, fluorescence intensity; inhibition, % at 20 µM; 360,000 compounds, 0.22% hits; AID 651560;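 active means compounds that cut the enzyme signal by at least half of the control window in the single-dose screen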;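 further: plate controls were DMSO wells with enzyme plus substrate for no effect and substrate without enzyme for full effect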
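Test system: LMPTP-A phosphatase enzyme. Amount: LMPTP-A at 0.625 nM final in the reaction. Reagent: OMFP substrate, 400 µM final. Times: 50 min at room temperature. Signal: endpoint fluorescence intensity from OMFP dephosphorylation. Read-out basis: % inhibition. Benchmarks: no-enzyme and uninhibited controls.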
TbMetRS inhib: blocks T. brucei methionyl-tRNA synthetase activity; AID 624268; 360,000 compounds, 0.4% hits; inhibition, % at 11.9 µM; purified T. brucei MetRS, ATP depletion, Kinase-Glo luminescence;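 active means inhibition above a per-plate cutoff of the control wells' mean inhibition plus 3 SD, cut at about 5.5% in these data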;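 further: 0% = DMSO wells median and 100% = median of wells with control inhibitor compound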
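System: purified T. brucei MetRS enzyme / Detection: Kinase-Glo luciferase luminescence reporting remaining unconsumed ATP / Medium: HEPES buffer with MgCl2, KCl, DTT, spermine, BSA, pyrophosphatase / Replication: singlicate, one well per compound / Evaluation: percent inhibition relative to median high and low control wells / Schedule: 2 h aminoacylation at 25 °C after 15 min preincubation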
STEP inh: blocks human striatal-enriched tyrosine phosphatase; 360,000 compounds, 0.25% hits; P54829; recombinant STEP, OMFP fluorogenic substrate, fluorescence; inhibition, % at 20 µM;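 active means inhibition at 20 µM, scaled per plate between control wells, above about 37%, limit read from the data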;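 further: 0% = DMSO with enzyme and substrate and 100% = substrate only without enzyme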
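System: STEP (striatal-enriched tyrosine phosphatase) enzyme, cell-free; medium: Bis-Tris pH 6.0 buffer with DTT, detergent; dosing: 20 µM, 1% DMSO; times: reaction 20 min, ambient temperature; detection: fluorescence, 480/540 nm; read-out basis: normalized % inhibition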
SUMO1 PPI mod: SUMO1-SIM interaction modulation; P63165; SUMO1 binding to a labelled peptide, TR-FRET, 1 h; inhibition, % at 20 µM; 360,000 compounds, 0.33% hits; AID 602429; in the data active means inhibition above about 37%
NRP1-CendR mod: modulators of CendR peptide binding to human neuropilin-1; O14786; FAM-RPARPAR peptide binding to NRP-1, fluorescence polarization; inhibition, % at 25 µM; 360,000 compounds, 0.85% hits;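 active means inhibition or corrected inhibition above about 18%, plus a signal ratio from 0.5 to 1.5, limit read from the data, passing the limit was not always enough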; further: strong numbers were not always called active
Scp1 inh: blocks human Scp-1 phosphatase activity; AID 493091; Q9GZU7; Recombinant Scp1, phosphopeptide, malachite green phosphate absorbance; inhibition, % at 20 µM; 340,000 compounds, 0.88% hits;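 active means inhibition above about 50% at 20 µM, limit read from the data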;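 further: plate controls were DMSO wells with enzyme for no effect and wells lacking enzyme for full effect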
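Test system: SCP-1 phosphatase catalytic domain, residues 76-261 | Compound dosing: One concentration, 20 µM, with 1.0% DMSO | Schedule: 45 min room-temperature reaction, 5 min colour, 30 min stabiliser | Detection: Absorbance at 630 nm | Read-out basis: % inhibition of SCP-1 phosphate liberation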
E coli Lon inh: E. coli protease La inhibition | P0A9M0 | purified E. coli Lon protease, fluorescence polarization | inhibition, % at 7.94 µM | 360,000 compounds, 0.42% hits | AID 602123; in the data active means inhibition above about 13%, passing the limit was not always enough;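 further: 0% = enzyme with probe and DMSO and 100% = no enzyme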
DNMT1 block: blocks human DNA methyltransferase DNMT1; P26358; DNMT1 molecular beacon, Hinp1I cleavage, fluorescence; inhibition (reported as % activation of signal), % at 10 µM; 360,000 compounds, 0.83% hits; in the data active means inhibition above about 50%
Target sequence (P26358 504-1616 limits assumed): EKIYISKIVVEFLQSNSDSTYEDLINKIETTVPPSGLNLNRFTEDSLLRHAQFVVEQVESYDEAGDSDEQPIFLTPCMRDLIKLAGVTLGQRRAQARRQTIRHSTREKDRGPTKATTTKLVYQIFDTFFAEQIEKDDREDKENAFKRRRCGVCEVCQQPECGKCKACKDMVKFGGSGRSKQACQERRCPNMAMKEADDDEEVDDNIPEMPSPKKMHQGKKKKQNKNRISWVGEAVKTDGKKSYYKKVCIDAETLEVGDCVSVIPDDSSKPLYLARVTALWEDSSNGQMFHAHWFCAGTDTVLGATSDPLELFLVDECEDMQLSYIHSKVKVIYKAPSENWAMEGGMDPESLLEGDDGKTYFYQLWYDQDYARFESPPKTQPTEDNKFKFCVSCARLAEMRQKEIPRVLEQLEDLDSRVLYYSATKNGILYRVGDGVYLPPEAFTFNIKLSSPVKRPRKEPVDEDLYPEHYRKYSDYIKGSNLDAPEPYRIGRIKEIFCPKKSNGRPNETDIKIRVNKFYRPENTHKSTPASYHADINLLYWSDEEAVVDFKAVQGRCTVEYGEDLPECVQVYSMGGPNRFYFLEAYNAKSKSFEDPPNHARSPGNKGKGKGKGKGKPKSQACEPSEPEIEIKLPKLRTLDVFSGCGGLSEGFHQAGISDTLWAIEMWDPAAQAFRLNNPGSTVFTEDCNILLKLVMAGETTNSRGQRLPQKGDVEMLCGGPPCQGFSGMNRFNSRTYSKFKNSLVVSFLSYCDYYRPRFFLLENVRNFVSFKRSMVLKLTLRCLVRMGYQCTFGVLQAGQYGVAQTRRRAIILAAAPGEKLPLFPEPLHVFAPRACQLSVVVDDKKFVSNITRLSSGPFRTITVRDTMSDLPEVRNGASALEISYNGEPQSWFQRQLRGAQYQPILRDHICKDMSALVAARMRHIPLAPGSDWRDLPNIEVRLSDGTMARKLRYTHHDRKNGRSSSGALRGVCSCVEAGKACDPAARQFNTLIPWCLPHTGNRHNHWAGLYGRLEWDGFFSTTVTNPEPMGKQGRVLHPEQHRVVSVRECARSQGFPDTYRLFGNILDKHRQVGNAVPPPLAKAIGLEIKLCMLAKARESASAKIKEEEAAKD
MsrA inh: bovine MsrA inhibition; purified bovine MsrA, absorbance read-out; 360,000 compounds, 0.75% hits; inhibition, % at 15.5 µM; in the data active means inhibition above about 4.5%;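 further: 0% = vehicle wells with enzyme and 100% = reference inhibitor wells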
bovine MsrA act: bovine methionine sulfoxide reductase A activation | purified bovine MsrA, absorbance read-out | activation, % at 10.6 µM | 360,000 compounds, 0.3% hits; in the data active means activation above about 7.5%;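 further: 0% = vehicle and 100% = reference activator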
An asterisk follows results filed as active; / = no result given.

SMILES	LMPTP inh	TbMetRS inhib	STEP inh	SUMO1 PPI mod	NRP1-CendR mod	Scp1 inh	E coli Lon inh	DNMT1 block	MsrA inh	bovine MsrA act
COC(=O)[C@H]1C[C@@H]1[C@H](NC(=O)c1cc(C)on1)c1ccccc1	0.0	-0.3	-4	-4	6	-8	4	0	-0.6	2
CCOC(=O)c1nnn(-c2nonc2N)c1COc1ccc(F)cc1	-1.1	-0.3	-1	2	-6	-10	-4	0	-0.3	-1
O=C(Nc1cccc(F)c1)c1ccc(S(=O)(=O)NCC2CCCO2)cc1 (centres undefined)	0.7	-0.1	0	5	-11	-7	9	1	0.5	0
Cc1[nH]c(=O)c(C#N)c(C)c1CCC(=O)NCc1cccc(C(F)(F)F)c1	-0.5	-0.1	-2	-1	3	-5	4	2	1.4	-2
COc1ccccc1N1CC(O)=C(c2nc3ccccc3c(=O)[nH]2)C1=N	1.0	-0.7	0	3	-28	0	-19	0	1.1	-2
COc1ccc(CC(=O)NCc2nnc(SCC(=O)Nc3nccs3)n2-c2ccccc2)cc1	0.1	-0.4	0	-2	-2	-5	0	0	0.0	-1
O=C(NNC(=O)c1ccccc1C(=O)O)c1ccc(O)cc1	-0.1	-0.5	-10	-4	11	-1	4	0	-0.9	-2
Cc1ccsc1/C=N/NC(=O)C(N)=O	0.2	0.2	0	-8	1	-1	8	-3	3.7	-3
COc1cccc(C(=O)N[C@@H](CCSC)c2nc3ccccc3[nH]2)c1	0.4	-0.2	-2	-1	0	-8	6	-5	0.3	-5
O=c1[nH]c(/C=C\c2ccc(O)cc2)nc(O)c1[N+](=O)[O-]	-1.6	-0.2	1	0	-30	9	7	5	3.8	-4
S=c1[nH]nc(-c2ccncc2)n1/N=C/c1ccccc1Cl	-1.4	0.3	1	1	-4	5	-11	1	-0.7	0
CCc1cc(=O)[nH]c(SCC(=O)Nc2ccc3c(c2)OCCO3)n1	-0.9	-0.3	2	3	5	-1	3	2	-0.3	-3
CN(C(=O)/C=C/c1ccccc1)C1CCCCC1	-0.4	0.5	1	-3	-18	-7	-2	-2	-0.2	-2
O=C(Cc1c(F)cccc1Cl)NNC(=O)c1ccc(Br)s1	0.1	-0.1	-3	-2	-1	11	-16	2	-0.3	0
O=c1cc(CN2CCN(S(=O)(=O)c3ccc4ccccc4c3)CC2)nc2sccn12	0.2	0.0	0	-5	-1	0	6	0	0.8	0
COc1ccc(Br)cc1/C=N/n1c(C)nnc1C	-2.5	-2.2	-3	-1	-19	-2	2	1	0.9	-12
O=C(CSc1nnc(C2COc3ccccc3O2)o1)N1CCCC1 (centres undefined)	3.0	-0.2	6	3	5	-1	-2	5	0.0	-11
COc1ccc(C(=O)N=C2SC3CS(=O)(=O)CC3N2c2ccccc2)cc1OC (centres undefined)	0.8	-0.5	0	3	6	1	19*	0	1.1	-2
CC1=NN(C(=O)COc2ccc(C)c(C)c2)C(O)(c2ccc(Cl)cc2)C1 (centres undefined)	-0.9	-1.8	1	0	-2	6	3	6	0.3	-11
COC(=O)[C@@H](NC(=O)Nc1ccc(OC(F)(F)F)cc1)C(C)C	-0.5	-0.7	-12	-1	3	-2	2	-1	0.8	-2
COc1ccc(OCC(O)CNS(=O)(=O)c2cccc(Cl)c2)cc1 (centres undefined)	-1.6	-1.1	-4	0	-7	-17	-7	-2	-0.5	-2
COc1cc(NC(=O)NCc2ccco2)ccc1-c1ccc(NC(=O)NCc2ccco2)cc1OC	-0.4	0.5	0	2	-10	-15	-7	10	0.4	-1
CC1CCCCC12NC(=O)N(CC(=O)N1CCN(S(=O)(=O)Cc3ccccc3)CC1)C2=O (centres undefined)	-9.3	-0.1	-2	-14	-2	-14	2	-4	-0.9	-3
O=c1c2c3c(sc2ncn1/N=C/c1cccnc1)CCCC3	0.1	-0.3	-2	-14	-4	-5	14	4	0.5	-1

Six records picked at random from those above:
SMILES	LMPTP inh	TbMetRS inhib	STEP inh	SUMO1 PPI mod	NRP1-CendR mod	Scp1 inh	E coli Lon inh	DNMT1 block	MsrA inh	bovine MsrA act
COc1ccc(C(=O)N=C2SC3CS(=O)(=O)CC3N2c2ccccc2)cc1OC (centres undefined)	0.8	-0.5	0	3	6	1	19*	0	1.1	-2
O=C(CSc1nnc(C2COc3ccccc3O2)o1)N1CCCC1 (centres undefined)	3.0	-0.2	6	3	5	-1	-2	5	0.0	-11
COC(=O)[C@@H](NC(=O)Nc1ccc(OC(F)(F)F)cc1)C(C)C	-0.5	-0.7	-12	-1	3	-2	2	-1	0.8	-2
CC1=NN(C(=O)COc2ccc(C)c(C)c2)C(O)(c2ccc(Cl)cc2)C1 (centres undefined)	-0.9	-1.8	1	0	-2	6	3	6	0.3	-11
O=c1c2c3c(sc2ncn1/N=C/c1cccnc1)CCCC3	0.1	-0.3	-2	-14	-4	-5	14	4	0.5	-1
COc1cc(NC(=O)NCc2ccco2)ccc1-c1ccc(NC(=O)NCc2ccco2)cc1OC	-0.4	0.5	0	2	-10	-15	-7	10	0.4	-1

(list continues)
SMILES	LMPTP inh	TbMetRS inhib	STEP inh	SUMO1 PPI mod	NRP1-CendR mod	Scp1 inh	E coli Lon inh	DNMT1 block	MsrA inh	bovine MsrA act
c1ccc(Sc2ccncc2)cc1	-1.6	0.0	0	-1	10	/	-4	0	0.7	-2
Cc1ccc(C(=O)Nc2nc3ccccc3[nH]2)cc1	0.9	-0.5	1	-2	-2	1	-1	1	1.1	-1
O=C1CCCC2=C1C(c1ccco1)Nc1ccc(C(=O)c3ccccc3)cc1N2 (centres undefined)	15	0.1	11	24	-4	6	-14	25	3.2	-2
CS(=O)(=O)c1ccc(C(=O)Nc2ccc(N3CCCC3)cc2)c(Cl)c1	0.3	-0.1	-4	-4	-3	-7	-10	-4	-1.5	-4
CCOc1ccc(Cl)cc1-c1cc(C(=O)Nc2ccc(Br)cc2)[nH]n1	2.0	0.3	-2	5	14	/	-8	0	-0.2	-2
Cc1ccc2c(c1)C(CCN)C(=O)N2Cc1ccccc1 (centres undefined)	-2.2	-1.6	2	-4	18	-13	-4	-1	-0.7	-11
COc1cc(CO)ccc1OCC(=O)N1CCc2ccccc21	-0.2	-0.3	1	4	-8	-10	-2	1	-1.1	-4
COc1ccc(OCC(=O)Nc2ccc3c(c2)nc(CCN2CCCCC2)n3C)cc1	3.1	0.4	0	7	4	-3	-5	1	-1.6	-1
O=C(CSc1ccc(F)cc1)Nc1ccc(N2CCOCC2)c(Cl)c1	-0.3	-0.3	-1	5	5	9	-13	1	0.3	-5
CCOc1ccccc1N1CCN(C(=O)c2ccc(Cl)c(S(=O)(=O)N3CCCCC3)c2)CC1	0.2	0.1	3	2	0	2	5	-1	-1.1	-5
COc1ccccc1CNC(=O)CS(=O)Cc1nc(-c2ccc(OC)c(OC)c2)oc1C (centres undefined)	1.0	0.3	-2	3	12	-9	-7	0	0.5	-3
CC1(C(=O)OCC(=O)Nc2ncc(Cl)cc2Cl)CC1(Cl)Cl (centres undefined)	-0.5	-0.3	2	8	-12	13	10	4	-1.7	-7
Cc1ccc(NC2CCCN(C(=O)c3cccs3)C2)cc1C (centres undefined)	-0.4	-1.3	-4	2	3	22	-2	-1	1.8	-12
Cc1cc(C)cc(Oc2ccccc2C=O)c1	0.2	-0.1	1	3	14	1	-15	7	-1.0	4
CCCOc1ccccc1NC(=O)/C=C/C(N)=O	-0.4	-0.1	0	3	-4	0	-2	2	-0.8	-4
O=C(CCS(=O)(=O)c1ccc2c(c1)NC(=O)CS2)NCc1cccs1	1.1	-0.4	2	-1	-12	1	-5	2	0.3	-2
O=C(NCc1cccc(Cl)c1)c1ccc2nc(N3CCOCC3)sc2c1	-0.4	-0.1	-1	2	5	-2	-3	-3	0.6	-1
CCCCNC(=O)N1c2ccccc2CC1C (centres undefined)	0.0	-1.3	-1	-3	4	-1	-16	-1	-0.9	-6
COC(=O)[C@@H](NC(=O)N1CCN(C(=O)C2COc3ccccc3O2)CC1)C(C)C (some centres undefined)	0.6	-0.2	-3	-1	-4	-6	-4	1	-0.2	-2
CCc1noc(C)c1C(=O)N(Cc1ccccc1)c1c(N)n(CCOC)c(=O)[nH]c1=O	-1.1	-0.1	-1	-1	-4	2	2	1	-1.9	-7
CCOC(=O)Cn1c(=NC(=O)C2COc3ccccc3O2)sc2cc(S(N)(=O)=O)ccc21 (centres undefined)	-0.5	0.1	-3	1	-1	-17	-16	-7	1.2	2
CN(C(=O)COC(=O)c1cc(F)c(F)cc1Cl)c1ccccc1	-2.2	0.0	3	1	-10	-10	1	1	-0.2	-3
Cn1c(SCC(=O)Nc2cccc(Br)c2)nnc1-c1cc2ccccc2o1	-1.0	0.4	0	9	-24	-5	2	24	-0.6	-3
Cc1nc2ccc(NC(=O)c3cccs3)cc2c(=O)n1Cc1ccc(Cl)cc1	2.7	-0.3	0	2	-19	12	-1	-16	0.7	-6
COc1ccc2c(CC(=O)OCC(=O)N(C)c3c(N)n(Cc4ccccc4)c(=O)[nH]c3=O)coc2c1	1.4	-0.8	4	3	-3	5	-5	-6	0.0	-9
CCCCn1nnc(NC(=O)c2ccc(-c3cccc(Cl)c3)o2)n1	2.2	-0.6	-3	-6	-3	-8	-6	1	/	-1
Cc1cc(-c2nnc(SCC(=O)c3ccc(Cl)cc3)o2)no1	-2.0	-0.3	-1	0	7	-1	0	3	0.5	-9
Cc1cc(=O)oc2c(CN3CCC(C)CC3)c(O)c(Cl)cc12	-0.5	0.0	3	-2	15	49	25*	45	2.0	0
CCOC(=O)CSc1nc(N)c(C#N)c(CC(C)C)c1C#N	0.6	-0.2	0	-5	-3	1	-11	0	0.8	-1
O=C1c2cccc3c(N4CCCCC4)ccc(c23)C(=O)N1c1ccc(O)cc1	4.5	1.1	-53	-12	133	-5	-53	9	-0.5	-1
CN1C(=O)/C(=C/c2ccccc2OCc2cccc(F)c2)N(C)C1=S	3.1	0.4	1	-4	2	-12	2	-5	1.2	-1
O=C(O)c1ccc(Cl)c(S(=O)(=O)Nc2ccccc2C(=O)Nc2ccc(Cl)cc2)c1	0.4	-0.1	2	24	-14	-2	-2	-6	-0.3	-4
O=C(NC1CCCCC1)C(c1ccc(F)cc1)N(Cc1cccs1)C(=O)CN1C(=O)c2ccccc2S1(=O)=O (centres undefined)	-0.5	0.3	1	-3	-3	-5	0	32	0.8	-3
O=C(O)/C=C/C(=O)N(CC1CCCO1)C1CC(=O)N(c2c(Cl)cccc2Cl)C1=O (centres undefined)	-2.3	-0.8	-2	5	-21	17	10	6	-0.1	3
FC(F)(F)c1cc(Cc2nc3ccccc3n2C(CCc2ccccc2)c2nc3ccccc3[nH]2)cc(C(F)(F)F)c1 (centres undefined)	3.2	2.7	/	4	-14	/	/	/	-0.1	/
CCOc1cccc2sc(N(CCCN(C)C)C(=O)c3ccc(C(=O)c4ccccc4)cc3)nc12	2.5	-0.3	-1	-9	4	-2	-6	0	0.3	-3
